Source: PubChem (several laboratories)
APP 5'UTR act: activators of APP 5'UTR luciferase reporter, primary screen, SH-SY5Y cells | SH-SY5Y APP 5'UTR luciferase reporter, luminescence; zero percent = DMSO vehicle wells | AID 1276, 2008 | activation, % at 2 µM | 1% of 190,000 active;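 active means activation above a set limit, based on mean plus 3 SD of controls, cut at about 140% in these data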; further: values of inactives mirror those of a sister screen read the other way
Hsp70 act: Hsp70 transcriptional activators, primary screen, cell-based, HeLa, Hsp70 promoter luciferase, luminescence, 10 µM. HeLa Hsp70 promoter luciferase reporter; scaled: vehicle 0, proteasome-inhibitor control 100%. activation, % at 10 µM. 0.04% of 200,000 active. AID 1203, 2008;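 active means activation above the mean across all tested compounds plus 3 SD, cutoff set per campaign, cut at about 5.5% in these data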;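 further: 100% = MG132 at 30 µM as the positive control and 0% = DMSO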
STAT1 inh: STAT1 signaling inhibitors, primary screen, cell-based, HTS, luciferase reporter; NIH 3T3 STAT1-luciferase reporter, IFN-gamma, luminescence; 0.35% of 200,000 active; inhibition, % at 5.5 µM;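 active means inhibition above a set limit, the mean inhibition across all tested compounds plus 3 SD, cut at about 34% in these data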;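 further: 0% = IFN-gamma with DMSO and 100% = IFN-gamma with 300 µM nifuroxazide; values of inactives mirror those of a sister screen read the other way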
STAT3 activator: IL-6 driven STAT3 reporter potentiators, primary screen, U3A cells, luciferase, luminescence, MLSCN library | IL-6 STAT3-luciferase reporter; 100% = signal with IL-6 EC80 alone | 0.91% of 190,000 active | AID 871, 2007 | activation (% of control), % at 5.6 µM;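 active means activation above the screen-wide mean of compound activation plus 3 SD, cut at about 130% in these data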;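 further: 0% = background luminescence of wells with medium and substrate only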
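System – human U3A cells carrying STAT3-luciferase construct · Probe or stimulus – Interleukin-6, 33 ng/mL · Schedule – compound 1 h, then IL-6 6 h at 37 °C · Signal – luminescence from STAT3-driven luciferase reporter · Evaluation – percent of IL-6-only median luminescence · Benchmarks – IL-6-only high control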
TLR4 MyD88 comp: inhibitors of TLR4-MyD88 association in cells, primary screen, cell-based, HeLa CL3-4, BLA complementation, FRET ratio. 0.18% of 200,000 active. Toll-like receptor 4 (Homo sapiens) + Myeloid differentiation primary response protein …. HeLa CL3-4 TLR4/MyD88 BLA complementation. inhibition, % at 8.4 µM; in the data active means inhibition above about 25%;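 further: 0% = vehicle and 100% = reference inhibitor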
Target sequence (O00206 whole entry, looked up): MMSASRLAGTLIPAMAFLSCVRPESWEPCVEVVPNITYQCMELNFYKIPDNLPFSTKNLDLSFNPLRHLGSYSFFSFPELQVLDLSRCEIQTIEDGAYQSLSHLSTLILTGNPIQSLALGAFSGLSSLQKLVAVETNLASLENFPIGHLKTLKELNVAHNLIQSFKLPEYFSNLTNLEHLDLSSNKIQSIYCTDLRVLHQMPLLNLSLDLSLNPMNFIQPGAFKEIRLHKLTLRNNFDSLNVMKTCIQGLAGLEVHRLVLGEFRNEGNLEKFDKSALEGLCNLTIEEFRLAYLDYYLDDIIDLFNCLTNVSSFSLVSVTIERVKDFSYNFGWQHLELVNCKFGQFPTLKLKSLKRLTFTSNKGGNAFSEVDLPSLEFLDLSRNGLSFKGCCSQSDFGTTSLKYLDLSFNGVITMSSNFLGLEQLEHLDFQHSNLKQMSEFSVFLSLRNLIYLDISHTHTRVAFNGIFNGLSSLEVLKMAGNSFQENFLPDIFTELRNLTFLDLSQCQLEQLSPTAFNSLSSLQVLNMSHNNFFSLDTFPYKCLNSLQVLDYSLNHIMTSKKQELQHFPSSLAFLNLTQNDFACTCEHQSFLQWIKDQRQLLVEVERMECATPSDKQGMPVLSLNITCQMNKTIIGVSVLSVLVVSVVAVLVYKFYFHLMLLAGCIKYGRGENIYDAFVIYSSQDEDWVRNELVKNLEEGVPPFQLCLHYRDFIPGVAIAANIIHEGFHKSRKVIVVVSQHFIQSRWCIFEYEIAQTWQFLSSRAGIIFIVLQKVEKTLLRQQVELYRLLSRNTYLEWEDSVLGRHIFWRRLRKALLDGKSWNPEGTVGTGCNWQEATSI
Target sequence (Q99836 whole entry, looked up): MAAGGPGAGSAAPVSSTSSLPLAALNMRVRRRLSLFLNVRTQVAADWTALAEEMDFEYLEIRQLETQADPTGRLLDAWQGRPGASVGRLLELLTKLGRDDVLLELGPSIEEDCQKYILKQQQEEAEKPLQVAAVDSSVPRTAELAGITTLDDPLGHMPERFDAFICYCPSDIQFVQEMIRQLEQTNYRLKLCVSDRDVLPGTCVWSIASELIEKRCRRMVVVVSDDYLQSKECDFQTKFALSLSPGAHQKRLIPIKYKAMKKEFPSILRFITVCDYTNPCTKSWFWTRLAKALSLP
DTT redox prof: compounds producing H2O2 with reducing agent – biochemical, NIH compound library profiling, artefact control for MLSCN library redox annotation, primary screen; AID 878, 2007; DTT-dependent redox cycling H2O2, phenol red/HRP absorbance; 100% = 100 µM peroxide control, 0% = buffer; 0.03% of 200,000 active; activation, % at 10 µM;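 active means activation of at least 50% relative to the plate's high and low controls in the primary single-dose screen; inactive means activation below 50%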;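 further: compound incubated with DTT at 0.8 mM final as the reducing agent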
HMGR II inh: inhibitors of E. faecalis class II HMGR, primary screen, biochemical, Enterococcus faecalis. HMG-CoA reductase (Enterococcus faecalis, mvaE). purified E. faecalis HMGR, NADPH absorbance 340 nm kinetic. inhibition, % at 10 µM. 0.41% of 190,000 active. AID 1066, 2008;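 active means inhibition above a set limit, the median over all tested compounds plus 3 SD, cut at about 9.5% in these data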;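 further: enzyme runs in reverse so mevalonate oxidation gives rising NADPH absorbance; 0% = complete reaction with DMSO and 100% = background rate lacking mevalonate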
STAT3 inh: IL-6 driven STAT3 reporter inhibitors, primary screen, U3A cells, luciferase, luminescence, MLSCN library; 0.89% of 190,000 active; IL-6 STAT3-luciferase reporter; host cell line lacks STAT1; inhibition, % at 5.5 µM;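 active means inhibition above the mean inhibition across all screened compounds plus 3 SD, cut at about 44% in these data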;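 further: 0% = DMSO only wells and 100% = 100 µM nifuroxazide control wells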
STAT1 act: STAT1 signaling activators, primary screen, cell-based, HTS, luciferase reporter | NIH 3T3 STAT1-luciferase reporter, IFN-gamma, luminescence; 100% = IFN-gamma alone, no compound | 2.6% of 200,000 active | activation (% of control), % at 5.5 µM;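 active means activation above the screen-wide mean activation plus 3 SD, cut at about 130% in these data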;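 further: raw ratio to IFN-gamma control signal so 100% means no change and 0% no light; values of inactives mirror those of a sister screen read the other way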
NF-kB expr up: activators of NF-kB expression in neurons, primary screen, cell-based, HTS; human neuronal cells, NF-kB reporter expression; active compounds read high; fold change at 12.5 µM; 1.6% of 190,000 active; AID 1239, 2008; in the data active means fold change above about 3.3
Starred values were filed as active, the others as inactive; / = no result given.

SMILES | APP 5'UTR act | Hsp70 act | STAT1 inh | STAT3 activator | TLR4 MyD88 comp | DTT redox prof | HMGR II inh | STAT3 inh | STAT1 act | NF-kB expr up
Cc1ccc(S(=O)(=O)NC(=O)NC(C)Cc2ccccc2)cc1 (stereo not drawn) | -7 | -0.1 | 0 | 111 | 5 | -0.3 | 1 | -6 | 99 | 1
O=C(c1cc2ncc(CCCl)cn2n1)N1CCCCCC1 | 6 | -0.2 | 2 | 105 | -12 | -0.1 | 1 | -1 | 98 | 1.1
CC1CCc2c(nc3nc[nH]n3c2=O)C1 (stereo not drawn) | -9 | 0.4 | -4 | 99 | 0 | 0.0 | -1 | 7 | 104 | 1.5
O=S(=O)(Nc1cccc2[nH]ncc12)c1cccs1 | 3 | -0.1 | 4 | 95 | -12 | -1.1 | -1 | 11 | 94 | 1.1
N#C/C(=C\c1cccs1)C(=O)NCC1CCCO1 (stereo not drawn) | 24 | -0.1 | -2 | 108 | -4 | 2.7 | 7 | -4 | 102 | 1.4
CCOCCCn1c(C)nc2c(c1=O)c1nc3ccccc3nc1n2-c1ccc(C)cc1 | -17 | -0.3 | 0 | 83 | -7 | -0.7 | 0 | 24 | 100 | 1.1
Brc1ccccc1Cn1c(-c2cscn2)nc2ccccc21 | -3 | -0.4 | -1 | 109 | 0 | 0.0 | -1 | -2 | 100 | 1.4
O=C(O)c1cccc(S(=O)(=O)Nc2ccc(O)cc2Sc2nc3ccccc3s2)c1 | -8 | 0.1 | 4 | 116 | -2 | 0.1 | -1 | -23 | 96 | 1.2
CCOc1ccccc1NC(=O)CN(c1ccc(OC)cc1OC)S(=O)(=O)c1ccccc1[N+](=O)[O-] | 15 | -0.2 | 9 | 108 | -9 | -0.1 | -5 | -8 | 90 | 0.72
COc1cc(C2C(C(=O)c3cccs3)=C(O)C(=O)N2c2cc(C)on2)ccc1O (stereo not drawn) | -2 | -0.2 | 1 | 96 | -3 | -0.6 | 0 | 11 | 99 | 0.97
O=C(O)C1Cc2ccccc2CN1C(=O)c1ccccc1Cl (stereo not drawn) | 3 | -0.4 | 1 | 96 | -3 | 0.2 | 4 | 5 | 99 | 0.93
COc1ccc(CCNC(=O)CCN2C(=O)COc3ccc(C)cc32)cc1OC | 0 | -0.1 | 0 | 96 | 1 | 1.4 | 2 | 14 | 100 | 1
COc1cc(C)ccc1OCCOc1c(C)cc(Cl)cc1Cl | 2 | -0.3 | -6 | 100 | -3 | 0.0 | 1 | 3 | 105 | 1.3
COC(=O)C1=NN(C(=O)c2ccc(Br)cc2)C(O)(C(C)(C)C)C1 (stereo not drawn) | -9 | 0.1 | -4 | 106 | 3 | -0.1 | -2 | -2 | 101 | 1
COc1ccc(CN2C(=O)NC3(CCCC3)C2=O)cc1F | 9 | -0.2 | -6 | 94 | -17 | 0.1 | 1 | 9 | 104 | 0.92
CNC(=S)NC12CC3CC(CC(C3)C1)C2 | -11 | 0.1 | -1 | 98 | 6 | -0.5 | -2 | 11 | 101 | 0.91
O=C(CN1C(=O)/C(=C2\SC(=S)N(C3CCS(=O)(=O)C3)C2=O)c2ccccc21)Nc1ccccc1 (stereo not drawn) | -8 | -0.4 | 4 | 96 | 3 | 0.7 | -8 | 4 | 96 | 1.2
Cc1cc(NC(=O)CN2C(=O)NC(C)(c3ccc(Cl)cc3)C2=O)no1 (stereo not drawn) | 21 | 0.2 | -12 | 109 | -13 | -1.1 | -7 | 1 | 109 | 0.98
NC(=O)C1(N2CCCCC2)CCN(C(=S)Nc2ccc(F)c(Cl)c2)CC1 | 5 | -0.2 | -1 | 98 | -13 | 0.4 | 1 | 8 | 99 | 0.94
N#Cc1cc(-c2ccccc2)nnc1Oc1ccccc1 | -7 | -0.2 | 9 | 75 | -5 | 0.4 | 4 | 35 | 88 | 1.5
NNC(=O)c1ccc(COc2cccc3ccccc23)cc1 | 13 | -0.4 | -5 | 95 | 1 | 0.5 | -5 | 2 | 105 | 0.81
CCCCC(SCC(=O)Nc1ccccc1)C(=O)O (stereo not drawn) | 1 | -0.1 | -5 | 99 | -15 | 3.0 | -3 | 5 | 105 | 1.2
CC(C)(C)C(=O)Nc1c2c(nc3c1CCC3)CCCC2 | -2 | -0.3 | 1 | 104 | 3 | 1.6 | -7 | -2 | 99 | 1.3
O=C(Nc1ccc(NC(=O)c2cccs2)cc1)c1cccnc1 | 19 | 1.5 | -15 | 101 | 0 | -1.7 | -8 | 1 | 113 | 1.4
CCOC(=O)c1cc2c(ccn2C)n1Cc1ccc(Cl)cc1 | -24 | 0.5 | 2 | 102 | 6 | -0.9 | -6 | 5 | 98 | 1

Whole records from above:
`CCOCCCn1c(C)nc2c(c1=O)c1nc3ccccc3nc1n2-c1ccc(C)cc1` is listed as APP 5'UTR act = -17; Hsp70 act = -0.3; STAT1 inh = 0; STAT3 activator = 83; TLR4 MyD88 comp = -7; DTT redox prof = -0.7; HMGR II inh = 0; STAT3 inh = 24; STAT1 act = 100; NF-kB expr up = 1.1
`CNC(=S)NC12CC3CC(CC(C3)C1)C2` is listed as APP 5'UTR act = -11; Hsp70 act = 0.1; STAT1 inh = -1; STAT3 activator = 98; TLR4 MyD88 comp = 6; DTT redox prof = -0.5; HMGR II inh = -2; STAT3 inh = 11; STAT1 act = 101; NF-kB expr up = 0.91

Carrying on:
SMILES | APP 5'UTR act | Hsp70 act | STAT1 inh | STAT3 activator | TLR4 MyD88 comp | DTT redox prof | HMGR II inh | STAT3 inh | STAT1 act | NF-kB expr up
O=C(NC1CCN(C(=S)NCCc2ccccc2)CC1)C1CC1 | -24 | 0.1 | -3 | 102 | -5 | -0.1 | 4 | 7 | 103 | 0.96
O=C1c2cccnc2C(O)N1Cc1ccc(F)cc1 (stereo not drawn) | 5 | 0.0 | -1 | 104 | 5 | 2.6 | 6 | -1 | 101 | 1.1
c1ccc(-c2nccc(-c3ccc4c(c3)OCO4)n2)cc1 | 47 | -0.1 | -38 | 130 | -15 | -1.8 | 0 | -33 | 134* | 2
O=C(Cc1ccccc1)Nc1ccc(-c2nnc(-c3ccco3)o2)cc1 | -4 | -0.3 | -9 | 85 | 1 | -0.3 | -7 | 17 | 108 | 1.1
COc1ccccc1NC(=O)Cn1cnc2c(nnn2-c2ccc(C)cc2)c1=O | 6 | -0.3 | -1 | 101 | -14 | -0.6 | -1 | 8 | 102 | 0.91
COc1ccc(-c2nnn(CC(=O)N(CC(=O)NCCC(C)C)c3ccccc3)n2)cc1OC | 16 | -0.7 | -1 | 99 | 5 | 2.4 | -5 | 5 | 101 | 2.1
COc1ccc(C(c2sc3nc(C)nn3c2O)N2CCC3(CC2)OCCO3)cc1 (stereo not drawn) | 3 | 0.0 | 7 | 95 | 6 | 0.3 | -1 | 8 | 94 | 0.95
COC(=O)c1ccc(-n2cncn2)c(F)c1 | -9 | -0.3 | -6 | 102 | 10 | 1.9 | 0 | 0 | 105 | 1.1
Cc1ccc(C)c(NC2=NS(=O)(=O)c3ccccc32)c1 | 27 | -0.4 | 2 | 103 | -7 | -0.5 | -3 | -1 | 98 | 0.94
CCOc1ccc(C(=O)O)cn1 | -4 | -0.3 | -1 | 105 | -8 | -0.1 | -2 | -5 | 100 | 0.93
COc1ccccc1NS(=O)(=O)c1cc(NC(=O)CNC(=O)c2cc(C)cc(C)c2)ccc1C | 6 | -0.5 | -14 | 104 | 11 | 0.0 | -2 | -4 | 112 | 0.67
O=C(O)c1cc2nc(-c3ccccc3)cc(-c3ccccc3)n2n1 | 6 | -0.3 | -8 | 99 | 2 | -0.2 | 2 | 2 | 108 | 0.96
COc1ccc(S(=O)(=O)N2CCC(C)CC2)cc1Br | 9 | -0.2 | -6 | 99 | 1 | 0.7 | 3 | 5 | 106 | 0.98
Cc1c(C(=O)O)sc2ncnc(N3CCCCC3C)c12 (stereo not drawn) | 5 | -0.2 | -1 | 106 | 5 | -1.0 | 5 | -3 | 95 | 1
CC(C)(C)Nc1nc(N)nc(Cl)n1 | 8 | -0.2 | -6 | 102 | -4 | 0.6 | -6 | 0 | 103 | 1.1
CCCCOC(=O)Cn1c(=O)oc2ccc(C)cc21 | -1 | -0.1 | 3 | 104 | 3 | -0.7 | 0 | 1 | 98 | 1.1
C=CCNC(=O)c1cc(Cl)ccc1[N+](=O)[O-] | -3 | -0.2 | -5 | 95 | -2 | 0.1 | 8 | 9 | 104 | 1.1
O=C(NNC(=O)C1CCN(S(=O)(=O)c2ccc(Cl)cc2)CC1)c1ccc(Cl)cc1 | -12 | -0.4 | 6 | 94 | 0 | -0.8 | 0 | 11 | 94 | 0.93
CCCCNC(=O)CSc1nc2cc3c(cc2c(=O)n1CCCC(=O)NCCc1ccc(OC)c(OC)c1)OCO3 | 6 | -0.5 | 2 | 93 | -5 | -0.1 | -1 | 14 | 96 | 1.8
CC(=O)c1ncnn1CC(=O)c1ccc(Cl)cc1Cl | 4 | 0.0 | 6 | 97 | -8 | 3.8 | -4 | 10 | 95 | 1.1
CC(/C=C/c1ccco1)=N/NC(=O)c1ccccc1Cl | 21 | -0.3 | 0 | 108 | 11 | -3.2 | -5 | -4 | 100 | 1.5
CC1CCCCN1S(=O)(=O)c1ccc(N(C(=O)c2cnccn2)C(C(=O)NC2CCCC2)c2cccs2)cc1 (stereo not drawn) | -2 | -0.4 | 11 | 103 | 15 | -0.6 | -3 | -7 | 90 | 0.91
COc1ccc(C(=O)Nc2ccccc2N2CCOCC2)cc1Br | 1 | -0.1 | 4 | 94 | 17 | -0.2 | / | 14 | 96 | /
CC(C)c1ccc(C(O)c2cnc(C(C)C)n2C)cc1 (stereo not drawn) | 5 | -0.2 | 8 | 82 | -3 | 0.1 | 3 | 26 | 93 | 1.5
CCOC(=O)/C(C(N)=NC)=C(\O)c1ccccc1 | / | -0.3 | 3 | 98 | -1 | 0.4 | 2 | 5 | 101 | 1
CC(C)C(NC(=O)c1ccccc1)c1nnc(SCC(=O)Nc2nccs2)n1C (stereo not drawn) | 2 | -0.1 | 13 | 94 | 1 | 1.3 | -4 | 11 | 88 | 0.92
O=C1N=C(N2CCOCC2)S/C1=C\c1cccnc1 | -3 | 0.1 | -1 | 100 | -5 | -0.9 | 0 | 10 | 101 | 0.84
CN(C)S(=O)(=O)c1cccc(NC(=O)/C=C/c2ccccc2[N+](=O)[O-])c1 | 0 | -0.1 | -3 | 107 | -3 | -0.7 | -1 | -6 | 101 | 1.4
COC(=O)C1SCC2C(=O)N(Cc3cccc(C)c3)CC(=O)N21 (stereo not drawn) | 11 | -0.1 | -6 | 100 | 7 | -1.6 | 1 | 5 | 105 | 1.1
